# 12-LOX inh – Primary qHTS assay for inhibitors of human arachidonate 12S-lipoxygenase (ALOX12): Round 2; purified 12hLO, xylenol orange hydroperoxide absorbance; Potency, µM (series often up to 108 µM), inactives show at the top dose activity change, negative = inhibition, hits mostly inhibitors; 580,000 tested, 1.1% active; Polyunsaturated fatty acid lipoxygenase ALOX12 (Homo sapiens), P18054; further: potency means the concentration at half of the fitted maximal effect; on the % scale 0 is the no-effect control and ±100 the full control effect
#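 Purified human 12hLO (150 nM final) in 25 mM Hepes, 0.01% Triton X-100, pH 7.0 was preincubated 15 min at room temperature with compound. Then 40 uM arachidonic acid was added, 30 min. Hydroperoxide was read by Fe-XO absorbance ratio 573/405 nm.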
# D2 antagonist – HTS Assay for Allosteric Antagonists of the Human D2 Dopamine Receptor: Primary Screen for Antagonists. 340,000 tested, 2% active. inhibition, % at 10 µM. HEK293 TREx D2 cells, calcium flux, dopamine EC80. D(2) dopamine receptor (Homo sapiens), P14416; in the data active means inhibition above about 30%; further: 0% is about no effect
#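 HEK293 T-REx D2 cells, tet-induced, calcium dye no-wash. Cpd pintool add, 180 s kinetic, then EC80 DA, 180 s kinetic. Ca flux read.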
# RGS4 inhibitor – Inhibitors of Regulator of G Protein Signaling (RGS) 4: qHTS. Regulator of G-protein signaling 4 (Homo sapiens), P49798. Transcreener GDP fluorescence polarization, RGS4-accelerated GTP hydrolysis. Potency, µM (top dose mostly 114 µM), without a hit: at the top dose activity change, negative = inhibition, actives largely listed as inhibitors. 390,000 tested, 0.039% active. AID 504845, 2011; further: potency means the concentration at half of the fitted maximal effect; on the % scale 0 is the no-effect control and ±100 the full control effect; nearly all actives have a fitted effect of over 75% in size; some results filed as inactive show a strong effect at the top dose
# Target sequence (P49798 whole entry, looked up): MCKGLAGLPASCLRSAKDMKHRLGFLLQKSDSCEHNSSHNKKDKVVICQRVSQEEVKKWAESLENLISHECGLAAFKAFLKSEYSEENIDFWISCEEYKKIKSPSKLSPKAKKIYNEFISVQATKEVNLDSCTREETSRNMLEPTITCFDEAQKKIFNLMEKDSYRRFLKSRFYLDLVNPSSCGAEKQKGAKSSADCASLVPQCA
#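 MLSMR compounds (23 nl, pin-transferred) preincubated 10 min at room temperature with a 500nM (2x) first reagent, then RGS4 at 900nM (2x) plus Transcreener GDP mix added; fluorescence polarization (620/688 nm) read before and after 90 min at 30 °C.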
# Vif-A3G inh – qHTS for Inhibitors of Vif-A3G Interactions: qHTS. DNA dC->dU-editing enzyme APOBEC-3G (Homo sapiens), Q9HC16. HeLa A3G-eYFP + Vif (tagged APOBEC3G with the HIV-1 protein that degrades it), YFP fluorescence, overnight. Potency, µM (highest dose often 46.1 µM), inactives show at the top dose activity, negative = active, actives largely listed as inhibitors. 410,000 tested, 0.076% active. AID 602310, 2012;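 further: potency means the concentration at half of the fitted maximal effect; on the % scale 0 is the no-effect control and ±100 the full control effect; nearly all actives have a fitted effect of over 60% in size; hits raise eYFP signal because A3G escapes Vif-driven loss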
# Target sequence (Q9HC16 whole entry, looked up): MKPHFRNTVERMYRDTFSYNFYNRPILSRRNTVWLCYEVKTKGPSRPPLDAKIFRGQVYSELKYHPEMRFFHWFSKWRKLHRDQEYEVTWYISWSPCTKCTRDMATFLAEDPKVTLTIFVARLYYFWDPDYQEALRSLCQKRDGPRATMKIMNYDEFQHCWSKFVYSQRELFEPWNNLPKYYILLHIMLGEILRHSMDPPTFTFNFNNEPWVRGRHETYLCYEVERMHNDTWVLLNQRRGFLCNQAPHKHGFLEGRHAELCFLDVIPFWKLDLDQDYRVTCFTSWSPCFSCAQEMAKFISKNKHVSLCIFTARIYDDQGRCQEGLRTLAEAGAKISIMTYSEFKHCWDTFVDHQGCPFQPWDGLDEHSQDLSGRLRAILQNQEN
#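 HeLa cells stably expressing Vif and C-terminally eYFP-tagged A3G, seeded overnight at 37 deg C, then exposed to compound by pintool overnight at 37 deg C. Rise in yellow fluorescence (Ex 488/Em 500-530, Acumen) marks blocked Vif-driven A3G degradation.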
# Vif-A3F inh – qHTS for Inhibitors of Vif-A3F Interactions: qHTS; HeLa A3F-eYFP + Vif (tagged APOBEC3F with the HIV-1 protein that degrades it), YFP fluorescence increase; Potency, µM (highest dose often 46.1 µM), inactives show at the top dose activity, negative = active; 390,000 tested, 0.2% active; AID 602313, 2012; further: potency means the concentration at half of the fitted maximal effect; % of control where 0% means no effect; nearly all actives have a fitted effect of over 65% in size
#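 HeLa cells stably expressing Vif plus C-terminally eYFP-tagged A3F were seeded, incubated overnight at 37 deg C, dosed with compound, incubated overnight again at 37 deg C. Yellow fluorescence (Ex 488/Em 500-530) reported blocked Vif-mediated A3F-eYFP degradation.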
# D2 agonist – HTS Assay for Allosteric Agonists of the Human D2 Dopamine Receptor: Primary Screen for Agonists; D(2) dopamine receptor (Homo sapiens), P14416; HEK293 T-REx D2 cells, calcium flux agonist mode; activation, % at 2 µM; 340,000 tested, 0.53% active; AID 485358, 2010;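 active means activation over 3 SD above normal in the single-dose calcium agonist read, cut at about 30% in these data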; further: 0% is about no effect
#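 Calcium-flux readout, 1 cycle/sec over 180 s following compound pin transfer, in inducible HEK293 Trex D2 cells (force-coupled); dopamine controls included. Positive calcium responses during this window marked compounds as potential agonists.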
# ERG Ets-DNA blk – qHTS for Small Molecule Inhibitors of the ERG Ets/DNA interaction; 370,000 tested, 0.028% active; Transcriptional regulator ERG (Homo sapiens), P11308; Potency, µM (doses to about 76.9 µM), for the others: at the top dose FP activity, negative = inhibition, most hits filed as inhibitors; fluorescence polarization, His-ERG Ets domain / labelled DNA; active means well fitted inhibition curve with a large enough effect in the polarisation, with a control signal flat; inconclusive means small, poorly fitted or top-dose-only effect, or effect the other way, or a change in a side signal; inactive means no such curve, though single readings can be large or run the other way; the % refers to the polarisation;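 further: polarization taken with two DNA probes labelled with fluorescein and Texas red; potency means the concentration at half of the fitted maximal effect; % of control where 0% means no effect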
# Target sequence (P11308 whole entry, looked up, the tested form may be a part): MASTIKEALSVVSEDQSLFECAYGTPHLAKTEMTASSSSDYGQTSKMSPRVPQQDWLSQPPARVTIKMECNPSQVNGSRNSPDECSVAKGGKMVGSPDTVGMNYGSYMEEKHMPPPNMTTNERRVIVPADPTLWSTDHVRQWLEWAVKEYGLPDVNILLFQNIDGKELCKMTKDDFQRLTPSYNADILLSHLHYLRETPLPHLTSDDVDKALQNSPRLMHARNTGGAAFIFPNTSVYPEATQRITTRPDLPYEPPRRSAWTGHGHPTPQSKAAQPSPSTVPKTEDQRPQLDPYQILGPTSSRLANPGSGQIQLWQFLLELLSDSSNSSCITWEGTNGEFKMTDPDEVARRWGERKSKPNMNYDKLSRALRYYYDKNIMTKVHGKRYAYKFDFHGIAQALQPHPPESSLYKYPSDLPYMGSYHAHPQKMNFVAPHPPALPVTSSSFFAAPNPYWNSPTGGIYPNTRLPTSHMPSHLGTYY
#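 His-tagged ERG Ets domain (1 uM in the protein solution; 300mM KCl, 50mM Tris-HCl, 1mM EDTA, 1mM DTT, pH 7.5) received compound, then a probe mix of 5 nM fluorescein-DNA and 100nM Texas-615-DNA. Fluorescence polarization was read for both dyes.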
# LDHA block – qHTS assay for inhibitors of human lactate dehydrogenase; activity change, % (values are at about 110 or 230 µM); 480,000 tested, 0.15% active; L-lactate dehydrogenase A chain (Homo sapiens), P00338; purified LDHA, NADH/diaphorase-resazurin fluorescence; stronger effect = lower value; AID 1347041, 2019; in the data active means activity change below about -30%; inconclusive means mostly about -25% to -30%;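 further: plate controls were DMSO wells for no effect and wells without enzyme for full effect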
#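 Remaining NADH was detected by diaphorase (0.133 mg/mL) converting 37 µM resazurin to fluorescent resorufin, read at 0 and 20 minutes. The preceding 5-minute room-temperature reaction used 2 nM LDHA, 0.2 mM sodium pyruvate and 0.06 mM NADH at pH 7.4.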
# GRP78 ERSR act – qHTS for Inducers of the Endoplasmic Reticulum Stress Response (ERSR) in Human Glioma: qHTS | U87-MG GRP78 promoter luciferase reporter, 16 h | Potency, µM, without a hit: at the top dose activation, most hits filed as activators | 420,000 tested, 0.02% active | AID 602332, 2012; further: potency means the concentration at half of the fitted maximal effect; series mostly up to about 76 µM; % of control where 0% means no effect; nearly all actives have a fitted effect of over 35% in size
#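 ERSR induction read as luciferase luminescence (Bright-Glo, 10 min at room temperature) in stably transfected human U87-MG glioma cells exposed to compounds for 16 h, using GRP78 as sensor.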
# Starred values were filed as active, the others as inactive; ? = inconclusive; · = no result given; & = joins results of further samples; [ ] = dose if it differs, or a comment. Unless noted, the call rests on the fitted dose curve; in most records, active means well fitted curve in the direction sought with a large enough effect; inconclusive means small, poorly fitted or top-dose-only effect, or another doubt; inactive means no such curve, though single readings can be large; an effect the other way counts as inactive or inconclusive. The list is partial; rates above refer to the full screens.
SMILES,12-LOX inh,D2 antagonist,RGS4 inhibitor,Vif-A3G inh,Vif-A3F inh,D2 agonist,ERG Ets-DNA blk,LDHA block,GRP78 ERSR act
Oc1ccc(-c2[nH]ncc2-c2nc3ccccc3s2)c(O)c1,-25%,-2,-9%,0%,6%,1.2,-9%,-2,1%
COc1nc(-c2ccccc2)ccc1-c1noc(-c2ccccc2Br)n1,-11%,·,23%,-4%,6%,0.3,1%,2,0%
COc1ccc(NC(=O)CSCC(=O)N2CCCc3ccccc32)cc1,-18%,1,18%,-8%,5%,0.0,14%,-2,-2%
Cc1ccc(NC(=O)COc2ccc(-c3nn(C)c(=O)c4ccccc34)cc2)cc1,15%&-5%,·,3%,-4%,-1%,-0.7,3%,-1&-5,0%
O=C(O)c1cccnc1SC1CC(=O)N(c2ccc(OC(F)F)cc2)C1=O (configuration not stated),0%,-7,3%,0%,-22%,0.1,-18%,-17,0%
CCOc1ccc(NC(=O)CCn2ccnc2)cc1,0%,-12,5%,-9%,21%,0.2,1%,-4,-7%
COc1cccc(NC(=O)N2CCC(NC(=O)C(Cc3ccccc3OC)NC(C)=O)CC2)c1 (configuration not stated),-8%,24,1%,-5%,-1%,2.2,2%,-2,-2%
CCC(C)c1ccccc1N1CC(C(=O)N2CCN(S(=O)(=O)c3cccc([N+](=O)[O-])c3)CC2)CC1=O (configuration not stated),12%,36*,2%,0%,-4%,0.7,3%,-5,-2%
COc1ccccc1C(=O)C1CCCN(C(=O)CCc2ccccn2)C1 (configuration not stated),6%,·,-13%,-14%,12%,·,-4%,-6,0%
COc1cccc(-c2cc(N)nn2C(=O)Nc2ccc(Cl)cc2)c1,3%[57.4 µM],9,4%,-21%,4%,-0.3,-3%,-11,3%
N#C/C(=C\c1ccc(C(=O)O)cc1)c1nc2sc3c(c2c(=O)[nH]1)CCCC3,?,5,5%[56.9 µM],?,?,4.5,11%,2,-1%
Cc1cccc(Nc2nc(-c3ccc(F)c(C)c3)cs2)n1,?,13,-16%,-2%,-4%,-0.7,8%,7&0,3%
N#CC1=C(SCC(=O)Nc2ccc(C(=O)O)cc2)NC(=O)CC1c1ccco1 (configuration not stated),-3%,-1,2%,2%,0%,1.4,14%,1,-3%
O=C(Nc1cccc(C(F)(F)F)c1)OCCN1CCN(Cc2ccccc2)CCC1=O,-1%,5,-5%,-8%,-2%,0.3,6%,1,-5%&-6%
NC(=O)c1ccc(-c2c(-c3ccccc3)sc3ccccc23)cc1,?,2,-7%,1%,-2%,1.6,-3%,-1,-7%

# Another view of some results above.
# Screens in order: 12-LOX inh, D2 antagonist, RGS4 inhibitor, Vif-A3G inh, Vif-A3F inh, D2 agonist, ERG Ets-DNA blk, LDHA block, GRP78 ERSR act
- N#C/C(=C\c1ccc(C(=O)O)cc1)c1nc2sc3c(c2c(=O)[nH]1)CCCC3
    ?, 5, 5%[56.9 µM], ?, ?, 4.5, 11%, 2, -1%
- NC(=O)c1ccc(-c2c(-c3ccccc3)sc3ccccc23)cc1
    ?, 2, -7%, 1%, -2%, 1.6, -3%, -1, -7%
- COc1ccccc1C(=O)C1CCCN(C(=O)CCc2ccccn2)C1 (configuration not stated)
    6%, ·, -13%, -14%, 12%, ·, -4%, -6, 0%
- Oc1ccc(-c2[nH]ncc2-c2nc3ccccc3s2)c(O)c1
    -25%, -2, -9%, 0%, 6%, 1.2, -9%, -2, 1%
- O=C(O)c1cccnc1SC1CC(=O)N(c2ccc(OC(F)F)cc2)C1=O (configuration not stated)
    0%, -7, 3%, 0%, -22%, 0.1, -18%, -17, 0%
- COc1cccc(NC(=O)N2CCC(NC(=O)C(Cc3ccccc3OC)NC(C)=O)CC2)c1 (configuration not stated)
    -8%, 24, 1%, -5%, -1%, 2.2, 2%, -2, -2%

# (further entries)
SMILES,12-LOX inh,D2 antagonist,RGS4 inhibitor,Vif-A3G inh,Vif-A3F inh,D2 agonist,ERG Ets-DNA blk,LDHA block,GRP78 ERSR act
CCC(=O)Nc1cccc(NC(=S)NC(=O)c2cccs2)c1,-4%,-6,5%,1%,-6%,0.5,4%,-8,4%
CS(=O)(=O)c1ccc(Cl)c(NC(=O)COC(=O)/C=C/c2cnc3ccccc3n2)c1,2%,-5,-8%[56.9 µM],1%,-5%,-1.0,15%,-1,1%
CCOC(=O)NC(NC(=S)Nc1ccccc1OC)C(Cl)(Cl)Cl (configuration not stated),-17%,3,-25%,2%,-5%,-0.9,3%,0,1%
COc1ccc(NC(=O)NNC(=O)c2ccc3ccccc3c2)cc1OC,0%,-2,17%,1%,-5%,0.5,-3%,-2,-6%
O=c1cc(-c2ccccc2Cl)oc2ccc([N+](=O)[O-])c(O)c12,-1%,-21,-6%,4%,8%,-0.6,-3%,5,-5%&3%
O=C(COC(=O)C1CCN(c2ccc(C(F)(F)F)cn2)CC1)c1ccc(Cl)cc1,-19%,14,12%,1%,-25%,2.5,4%,-5,-2%
O=[N+]([O-])c1ccc(-c2nc(=S)c3c(o2)CCCC3)cc1,-25%,-8,-41%,1%,1%,-0.1,-4%,-3,-4%
CCOc1ccc(S(=O)(=O)N(C)c2ccc(OCC(=O)N3CCOCC3)cc2)cc1,-8%,14,44%,2%,2%,-0.4,0%,-11,-2%
C[C@@H]1CN([C@H](C)CO)C(=O)CCCn2cc(nn2)CO[C@H]1CN(C)C(=O)Cc1ccccc1,3%,·,·,0%,-2%,·,·,1,-3%
COc1ccc(CCNC(=O)CCCc2nnc3n(C)c(=O)c4sccc4n23)cc1OC,?,3,0%,0%,8%,1.2,13%,-2,-3%
CN1CCN(C2CCN(S(=O)(=O)c3ccc(C(C)(C)C)cc3)CC2)CC1,-20%,-8,-7%,0%,-3%,-0.2,-6%,-8,0%
CCc1sc(C(=O)NCCc2ccc(S(N)(=O)=O)cc2)cc1C,-7%,-4,-26%,0%,0%,-1.7,6%,-3,5%
Cn1cc(-c2nnc(-c3ccccc3)o2)c2ccccc21,7%,-10,7%,-3%,·,-0.9,-3%,-1,-9%
N#Cc1ccccc1Sc1ccccc1C(=O)Nc1ccccc1,0%,14,-20%,-25%,-1%,-0.8,6%,-8,-3%
COc1ccc(/C=C2\Sc3ccc(C(=O)N4CCN(Cc5ccccc5)CC4)cc3N(C)C2=O)cc1OC,-1%,-7,12%,-9%,15%,1.6,-7%,-4,-4%
Cc1ccc([C@H]2N[C@]3(CCCN(Cc4ccc(Cl)cc4)C3=O)[C@H]3C(=O)N(Cc4ccccc4)C(=O)[C@@H]23)cc1,71%[activator],·,·,-1%,-3%,·,·,-10,-6%
O=Cc1ccc(N2CCOCC2)cc1,-28%,·,·,1%,·,·,·,-4,-3%
COc1ccc(C(=O)NCCC2=CCCCC2)cc1OC,46%[activator],35*,-15%,0%,-1%,-0.4,-7%,-10,0%
COc1ccc2sc(-c3ccccc3OC)c(C#CC(C)(C)O)c2c1,?,·,16%,-30%,-17%,·,2%,-7,1%
CC(C)C(=O)N1CCN(c2nc(-c3ccccc3)c3c(c2C#N)CC(C)(C)OC3)CC1,?,-4,0%,-6%,-4%,-1.6,-2%,2,1%
CC(=O)/C(C#N)=C1\NC(=O)C(Cc2ccccc2Cl)S1 (configuration not stated),?,12,-25%,-8%,·,1.5,3%,-2,1%
CN(C)c1ncnc2c1C(c1ccccc1)C(C)(C)O2 (configuration not stated),?,·,0%,-3%,9%,·,-3%,0,-6%
CCN(CC)C(=O)c1ccc(C(=O)c2c(C)cc(C)cc2C)cc1,1%,-9,5%,0%,3%,-1.9,2%,-2,-2%
O=C(CSc1nnc(-c2ccccc2)c(-c2ccccc2)n1)NC1CCCCC1,-23%,·,7%,3%,-1%,0.3,-3%,-9,-2%
CC(=O)N1CCN(C(=O)c2ccc(NS(=O)(=O)c3ccc4[nH]c(=O)[nH]c4c3)cc2)CC1,28%,-2,0%,-3%,-7%,0.2,-1%,-9,-1%
O=C(Oc1ccc2c(=O)c(Cl)coc2c1)c1ccncc1,0%,-18,18%[11.4 µM],1%,1%,0.5,8%,-5,-2%
C/C(=N\NS(=O)(=O)c1ccc(C(C)(C)C)cc1)c1ccccc1,10%,-11,15%,0%,-7%,0.7,2%,3,0%
CCOC(=O)N1CCN(C(=O)CCn2nc(-c3ccc(Cl)cc3)ccc2=O)CC1,0%,-1,-20%,-1%,5%,0.4,-11%,-3,0%

# From PubChem BioAssay
